Assay outcomes: PubChem, several laboratories
PolyA inhibitor = inhibitors of polyadenylation in S. cerevisiae. AID 1875. S. cerevisiae SKY197-pL101 polyadenylation reporter, beta-gal luminescence; efflux-impaired pdr1/pdr3 knockout yeast; score 100 = 6 SD above DMSO. calls only at 12 µM. hit rate 0.02% among 300,000;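 active means lowest replicate activity score at least 50, where 100 means six control SD above control mean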;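 further: yeast exposed to compound for 9 h at 30 °C; higher score means more reporter readthrough which indicates perturbed polyadenylation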
GSK3beta inhib = blocks human GSK3beta kinase activity; P49841; GST-GSK3beta kinase, ADP-Glo luminescence, 60 min; hits give low values; activity score (negative = inhibition), % at 10 µM; hit rate 0.038% among 300,000; AID 2097;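 active means more than half of replicate wells score below -50%, meaning over 50% inhibition versus plate controls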;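 further: 0% = median DMSO wells and -100% = median GW8510 positive control wells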
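Test system – GST-tagged human GSK3beta kinase, cell-free · Incubation – 60 min enzyme reaction, room temperature · Signal – ADP-Glo luminescence · Also added – peptide substrate and ATP at 25 µM · Controls – DMSO neutral wells and GW8510 at 20 µM as positive · Buffer or medium – Tris/MgCl2 kinase buffer · Measure – Luminescence-derived activity versus plate DMSO and GW8510 wells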
KCNQ1 inh = human KCNQ1 channel inhibition; hit rate 1.3% among 310,000; P51787; B-score at 10 µM; CHO-K1 KCNQ1, FluxOR thallium flux fluorescence; hits give high values;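 active means compounds whose thallium flux B-score, printed positive for inhibition, exceeds three library SD while starting fluorescence stays within three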;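 further: channel opened by potassium depolarization with thallium stimulus after 20 min compound exposure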
KCNK3 inh = human KCNK3 channel inhibition, primary screen. O14649. CHO-KCNK3 thallium flux, FluxOR fluorescence; hits give low values. B-score at 10 µM. hit rate 0.84% among 340,000;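 active means B-score under library mean minus 4 SD, starting fluorescence ratio at most library mean plus 5 SD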;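 further: more negative B-score means stronger inhibition of thallium flux through KCNK3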
DYRK1A inh = Dyrk1A (rat) kinase inhibition. Q63470. ADP-Glo luminescence, NFATc1 peptide. inhibition, % at 12.5 µM. hit rate 0.43% among 310,000. AID 504441; in the data active means inhibition above about 50%;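 further: plate controls were vehicle with enzyme for no effect and no enzyme for full effect; many of its hits are not listed in these tables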
GSK3A inh = inhibitors of human GSK-3 alpha kinase. ADP-Glo luminescence, 60 min. inhibition, % at 10 µM. hit rate 0.1% among 320,000. AID 2650;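 in the data active means inhibition above about 50%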;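 further: GST-tagged GSK-3 alpha with peptide substrate and 25 µM ATP; 0% = DMSO neutral wells and 100% = GW8510 positive control wells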
Target sequence (P49840 whole entry, looked up): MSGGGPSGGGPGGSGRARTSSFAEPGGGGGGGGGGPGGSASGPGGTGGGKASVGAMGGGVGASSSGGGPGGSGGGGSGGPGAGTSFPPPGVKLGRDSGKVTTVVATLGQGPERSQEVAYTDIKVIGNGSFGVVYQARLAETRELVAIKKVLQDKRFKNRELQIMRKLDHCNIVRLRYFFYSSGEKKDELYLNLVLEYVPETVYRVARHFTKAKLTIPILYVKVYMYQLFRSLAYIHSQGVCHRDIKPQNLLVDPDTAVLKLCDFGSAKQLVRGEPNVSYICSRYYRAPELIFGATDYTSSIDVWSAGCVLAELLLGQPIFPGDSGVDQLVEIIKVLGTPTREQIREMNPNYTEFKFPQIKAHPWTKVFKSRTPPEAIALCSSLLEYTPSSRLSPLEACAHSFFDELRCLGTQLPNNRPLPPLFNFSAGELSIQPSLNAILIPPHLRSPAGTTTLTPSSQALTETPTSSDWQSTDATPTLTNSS
RGS4 inh = inhibitors of human RGS4; P49798; HEK293 M3R/RGS4 inducible, Fluo-4 calcium flux; hits give high values; triggered by carbachol at its EC20; B-score at 10 µM; hit rate 0.45% among 310,000; AID 463165;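 active means B-score, a plate-corrected calcium signal, over three deviations above library mean, with baseline fluorescence within five deviations of library mean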;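 further: RGS4 expression induced by doxycycline in cells with stable M3 receptor; B-score is computed from the integrated fluorescence ratio over baseline after carbachol; higher B-score means a larger calcium signal and so more RGS4 inhibition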
Target sequence (P49798 whole entry, looked up): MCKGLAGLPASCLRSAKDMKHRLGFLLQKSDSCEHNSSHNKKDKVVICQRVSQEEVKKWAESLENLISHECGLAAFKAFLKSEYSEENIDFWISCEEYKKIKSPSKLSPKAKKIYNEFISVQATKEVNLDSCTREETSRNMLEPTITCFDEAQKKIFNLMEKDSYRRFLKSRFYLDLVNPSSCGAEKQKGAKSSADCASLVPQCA
hERG protect = hERG (human) protection from proarrhythmic block; activation (rescue from dofetilide block), less the hit threshold, % at 10 µM; CHO-hERG, FluxOR thallium flux, dofetilide IC70 present; AID 1511; hit rate 0.51% among 310,000; Q12809;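 active means activation above the mean of controls blocked by dofetilide plus 5 SD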;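 further: thallium influx through hERG after potassium depolarization seen as dye fluorescence rise; in these data hits start at about 4.7%; inactives centre near -7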
KCNK9 block = human KCNK9 channel inhibition; Q9NPC2; HEK293 KCNK9, FluxOR thallium flux fluorescence; hits give low values; hit rate 1.2% among 310,000; B-score at 10 µM;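 active means ratio B-score over 3 SD below the library mean, with starting fluorescence within 5 SD of its mean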;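 further: negative B-score means less thallium flux so channel inhibition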
Target sequence (Q9NPC2 whole entry, looked up): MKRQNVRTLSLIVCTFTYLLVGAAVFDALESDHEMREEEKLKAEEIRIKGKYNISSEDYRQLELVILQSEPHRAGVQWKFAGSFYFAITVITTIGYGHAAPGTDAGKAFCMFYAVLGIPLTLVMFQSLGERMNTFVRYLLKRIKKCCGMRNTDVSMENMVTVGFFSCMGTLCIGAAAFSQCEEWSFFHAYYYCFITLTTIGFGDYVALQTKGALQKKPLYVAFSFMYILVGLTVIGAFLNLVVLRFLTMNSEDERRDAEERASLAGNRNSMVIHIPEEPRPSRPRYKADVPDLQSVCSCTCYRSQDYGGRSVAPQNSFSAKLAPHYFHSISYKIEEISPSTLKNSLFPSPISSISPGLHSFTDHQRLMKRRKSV
RGS4 act = RGS4 potentiation or activation. B-score at 10 µM. HEK293 M3R/inducible RGS4, carbachol calcium flux Fluo4; hits give low values. hit rate 0.92% among 310,000. AID 463111;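 active means B-score of the integrated calcium signal more than 4 SD below the library mean, with starting fluorescence not abnormally high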;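 further: negative B-score means reduced calcium response which marks RGS4 activation or potentiation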
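Reagent: ECmax carbachol challenge; Test system: M3R-expressing HEK293 line, RGS4 induced by doxycycline; Schedule: overnight RGS4 induction, 30 min dye load 37 °C, 20 min compound RT; Detection: calcium dye Fluo4 fluorescence; Read-out: Agonist-evoked peak-minus-minimum fluorescence over baseline, integrated ratio, B score.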
KCNQ1 pot = potentiates or activates the human KCNQ1 potassium channel; P51787; CHO-K1 KCNQ1, thallium flux FluxOR fluorescence; hits give high values; B-score at 10 µM; hit rate 0.35% among 310,000; AID 2648;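 active means fluorescence ratio B-score, a plate-corrected score, at least three library SD, with initial intensity B-score within 5 SD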
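Schedule – 37 °C overnight plating, 90-min dark dye load, 20-min compound pretreatment · System – stable KCNQ1 CHO-K1 line · Probe or stimulus – thallium- and potassium-containing depolarizing buffer · Measured by – kinetic FluxOR fluorescence, 10 s baseline plus 110 s post-stimulus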
* marks the source's active call; other numbers are inactive results; i = inactive; · = no result given; & = joins results of further samples. Only part of the results is shown, so the mix of outcomes need not match the whole.

Start of the listing, in advance:
SMILES | RGS4 inh | KCNQ1 pot | KCNK9 block | hERG protect | KCNQ1 inh | GSK3beta inhib | RGS4 act | KCNK3 inh | PolyA inhibitor | DYRK1A inh | GSK3A inh
CCCn1c(-c2cccc(F)c2)nc2c1c(=O)[nH]c(=O)n2Cc1ccccc1 | i | i | i | -7 | i | 1 | i | i | i | 0 | 0
O=C(NN1C(=O)c2ccc3c4c(ccc(c24)C1=O)CC3)c1ccc(Br)cc1 | i | i | i | -6 | i | 2 | i | i | i | 5 | -6
CCOC(=O)c1ccc(NCC(O)COc2ccccc2)cc1 (stereo not drawn) | i | i | i | -9 | i | 3 | i | i | i | 7 | 2
COc1cccc(C2c3[nH]c4ccccc4c3C[C@H]3C(=O)N(c4ccccc4C(=O)N4CCC[C@H]4C(=O)O)C(=O)N23)c1 (stereo partly drawn) | i | i | i | -3 | i | -1 | i | i | i | -2 | -6

The whole of this part (from the top)
SMILES | RGS4 inh | KCNQ1 pot | KCNK9 block | hERG protect | KCNQ1 inh | GSK3beta inhib | RGS4 act | KCNK3 inh | PolyA inhibitor | DYRK1A inh | GSK3A inh
CCCn1c(-c2cccc(F)c2)nc2c1c(=O)[nH]c(=O)n2Cc1ccccc1 | i | i | i | -7 | i | 1 | i | i | i | 0 | 0
O=C(NN1C(=O)c2ccc3c4c(ccc(c24)C1=O)CC3)c1ccc(Br)cc1 | i | i | i | -6 | i | 2 | i | i | i | 5 | -6
CCOC(=O)c1ccc(NCC(O)COc2ccccc2)cc1 (stereo not drawn) | i | i | i | -9 | i | 3 | i | i | i | 7 | 2
COc1cccc(C2c3[nH]c4ccccc4c3C[C@H]3C(=O)N(c4ccccc4C(=O)N4CCC[C@H]4C(=O)O)C(=O)N23)c1 (stereo partly drawn) | i | i | i | -3 | i | -1 | i | i | i | -2 | -6
CCC(=O)Nc1ccc2nc3c(=O)[nH]c(=S)[nH]c3nc2c1 | i | i | i | -10 | i | -1 | i | i | i | 3 | 3
Cc1ccc(Nc2ncnc(-n3cccc3)n2)cc1Cl | i | i | i | -4 | i | -5 | i | i | i | 4 | 2
CC(NC(=O)C(=O)NCCc1c[nH]c2ccccc12)c1ccccc1 (stereo not drawn) | i | i | i | -1 | i | 2 | i | i | i | -1 | 5
COC(=O)C1=C(C)N(c2ccccc2)C(=S)NC1c1ccccc1C(F)(F)F (stereo not drawn) | i | i | i | -7 | i | 2 | i | i | i | -4 | -1
CCOC(=O)c1ccc(Nc2nc(-c3cccnc3)nc3ccccc23)cc1 | i | i | -7.1* | -7 | i | 3 | -7.1* | i | i | 4 | 2
COCc1ccccc1Cn1cnc2c1c(=O)n(C)c(=O)n2C | i | i | i | -9 | i | 3 | i | i | i | 3 | ·
COc1ccc(OC)c(NC(=O)/C=C/c2ccccc2[N+](=O)[O-])c1 | i | i | i | -6 | i | -1 | i | i | i | -5 | 1
O=c1ccn(Cc2ccccc2)c2ccccc12 | i | i | i | -6 | i | 0 | i | i | i | 25 | -6
Cc1sc2ncn(CC(=O)NCC(=O)N(C)C3CCCCC3)c(=O)c2c1C | i | i | i | -7 | i | 0 | i | i | i | -13 | -3
COc1ccccc1N(CC(=O)NC1CCCC1)C(=O)c1oc(C(C)(C)C)cc1C | i | i | i | -13 | i | -2 | i | i | i | 2 | 0
O=C(NCCCN1CCCCC1)c1ccc2c(c1)NC(=O)C(N1CCOCC1)S2 (stereo not drawn) | i | i | i | -17 | i | -9 | i | i | i | 0 | -2
Cc1cc(OCC(=O)NCc2ccccn2)cc(C)c1Br | i | i | i | -5 | i | 2 | i | i | i | 10 | -1
O=C(NCc1ccco1)c1cccc(S(=O)(=O)N2CCCCC2)c1 | i | i | i | -7 | i | -13 | i | i | · | 3 | -1
CCOc1cccc(=O)c2c(C)n(CC(=O)c3ccccc3)c(C)c12 | i | i | i | -16 | i | 4 | i | i | i | 10 | -5
Cn1nccc1/C=N\NC(=O)c1ccc(Cl)cc1 | i | i | i | -4 | i | 1 | i | i | i | 4 | 3
O=c1c2cc(Cl)ccc2[nH]c(=S)n1Cc1ccco1 | i | i | i | -14 | i | 0 | i | i | i | 4 | 5
COc1ccc(OC)c(CNC(=O)CCc2nc(-c3cccs3)no2)c1 | i | i | i | -1 | i | 0 | i | i | · | 0 | -3
O=C(NC1CC1)C1CCN(C2CCN(C(=O)c3c(F)cccc3Cl)CC2)CC1 | i | i | i | -7 | i | -4 | i | i | i | -2 | -1
COc1ccc(C(=O)N2CCN(CC(=O)N3CCOCC3)CC2)cc1 | i | i | i | -7 | i | 2 | i | i | i | 2 | 2
COc1ccc(CCNC(=O)c2n[nH]c3ccccc23)cc1 | i | i | i | -10 | i | -7 | i | i | i | 1 | 0
Cc1ccc(S(=O)(=O)N2CCOC2CNC(=O)C(=O)NCCCN2CCOCC2)cc1 (stereo not drawn) | i | i | i | -5 | i | 3 | i | i | i | 2 | 2
COc1ccccc1C(=O)COC(=O)c1ccccc1O | i | i | i | -14 | i | -3 | i | i | i | -4 | 2
CCOc1ccc(/C(O)=C2\C(=O)C(=O)N(c3cc(C)on3)C2c2ccccc2OC)cc1 (stereo not drawn) | i | i | i | -6 | i | -4 | i | i | i | -2 | 0
CS(=O)(=O)c1ccccc1C(=O)Nc1nc2ccccc2[nH]1 | i | i | i | -3 | i | -4 | i | i | i | 2 | 10
Cc1ccc2[nH]c(C(=O)N/N=C/c3ccc([N+](=O)[O-])cc3)c(C)c2c1 | i | i | i | -6 | i | 3 | i | i | i | -1 | -3
CC(C)n1nnnc1C(c1ccc(F)cc1)N1CCN(C2CCCC2)CC1 (stereo not drawn) | i | i | i | -2 | i | 1 | i | i | i | -4 | ·
Cn1cc(C(=O)O)c(-c2ccc3c(c2)OCCCO3)n1 | i | i | i | -5 | i | · | i | i | i | -6 | -2
COc1cnn(-c2ccc(F)cc2)c(=O)c1Br | i | i | i | -1 | i | 2 | i | i | i | -5 | -1
CN(C)S(=O)(=O)c1cccc(NC(=O)COC(=O)c2cc3ccccc3oc2=O)c1 | i | i | i | -9 | i | -1 | i | i | i | -1 | -2
CCCCCCCN1CCC(=O)N(CCO)CC1 | i | i | i | 4 | i | 0 | i | i | i | 7 | 0
Cc1cc(C)nc(N2CCN(c3ncnc4c3cnn4Cc3ccc(Cl)cc3Cl)CC2)n1 | i | i | i | -18 | i | 0 | i | · | i | · | -1
COc1cccc(NC(=O)CN(C)CC(=O)Nc2ccc(Cl)cc2[N+](=O)[O-])c1 | i | i | i | -17 | i | 1 | i | i | i | · | 0
Nc1nnc(SCc2nnc(-c3ccccc3)o2)s1 | i | i | i | -12 | i | -2 | i | i | i | -5 | ·
Cc1nc2c(Br)c(C)nn2c2c1CCC2 | i | i | i | -10 | i | 2 | i | i | i | · | -2
Cc1ccc(C(=O)Nc2ccccc2Sc2ccccc2)cc1 | i | i | i | -10 | i | 5 | i | i | i | 1 | 2
N/C(Cc1ccc([N+](=O)[O-])cc1)=N\OC(=O)c1ccc(Br)cc1 | i | i | i | -1 | i | 2 | i | i | i | 6 | -1
CC(C)c1ccc(NC2CCCN(C(=O)CCc3cn[nH]c3)C2)cc1 (stereo not drawn) | i | i | i | -2 | i | 1 | i | i | i | -6 | 12
O=C(CN1CCN(c2ccccc2F)CC1)c1c[nH]c2ccccc12 | i | i | i | -8 | i | 0 | i | i | i | 1 | -1
Cn1nccc1C(=O)N1CCN(S(=O)(=O)c2ccc(Br)s2)CC1 | i | i | i | -6 | i | 5 | i | i | i | -1 | 0
OC(COc1ccc2ccccc2c1)CN1CCOCC1 (stereo not drawn) | i | i | i | -4 | i | 3 | i | i | i | -5&-6 | 1
CCc1ccc(NC(=O)C2(c3ccccc3)CC2(Cl)Cl)cc1 (stereo not drawn) | i | i | i | -7 | i | 2 | i | i | i | -5 | 0
Cc1cc(Oc2cc(NN3CCCCC3)c([N+](=O)[O-])cc2[N+](=O)[O-])c(C(=O)c2ccccc2)cc1Cl | i | i | i | -4 | i | 1 | i | i | i | 7 | 4
COc1ccc(CNC(=O)CNS(=O)(=O)c2cccc(C#N)c2)cc1OC | i | i | i | -6 | i | -2 | i | i | i | -4 | 0
COc1cc(-c2cc(=O)c3c(O)c(OC)c(OC)cc3o2)cc(OC)c1O | i | i | i | -19 | i | 1 | -8.3* | i | i | 5 | 4
CCOc1ccc(CSC(CC(=O)O)C(=O)O)cc1 (stereo not drawn) | i | i | i | -5 | i | -4 | i | i | i | 7 | -2
COc1ccc(NC(=S)N(CCCN2CCOCC2)C(C)c2cc3ccccc3o2)cc1 (stereo not drawn) | i | i | i | -12 | i | -2 | i | i | i | 12 | -1
COCCN(CCOC)c1cc(C)c(C#N)c2nc3ccccc3n12 | i | i | i | -8 | i | -1 | i | i | i | 2 | 2
O=C(CSc1nnc(COc2ccccc2)o1)N1CCN(c2ccccc2)CC1 | i | i | i | -11 | i | -22 | i | i | i | -5 | 1
Cc1cc(C)n(C(=O)c2ccccc2[N+](=O)[O-])n1 | i | i | i | -3 | i | -4 | i | i | i | -2 | -2
CCCCn1c(=O)[nH]c(=O)c2c1nc(COC(=O)c1c(C)noc1C)n2CCC | i | i | i | -15 | i | -1 | i | i | i | -4 | 1
Cc1ccnc2nc(C(=O)OCC(=O)Nc3ccccc3C(C)(C)C)nn12 | i | i | i | -10 | i | 1 | i | i | · | 0 | -1
Cc1ccc2c(c1)C(c1ccncc1)=NNC(c1ccccc1)=N2 | i | i | i | -7 | i | -1 | i | i | i | -14 | 0
COC(=O)Cn1ncc(N2C3CC(CC(C)(C)C3)C2C)c(Cl)c1=O (stereo not drawn) | i | i | i | -3 | i | -2 | i | i | i | -3 | -3
CC(=O)N1CCN(S(=O)(=O)c2cccc(C(=O)Nc3ccccc3N3CCCC3)c2)CC1 | i | i | i | -8 | i | 2 | i | i | i | 2 | -3
CCOc1[nH]n(-c2ccc(Cl)cc2)c(=O)c1C=Nc1ccc(OC)cc1 | i | i | i | -12 | i | 3 | i | i | i | 2 | -1
CCCN(CCC)S(=O)(=O)c1ccc(C(=O)Nc2ccc(S(=O)(=O)Nc3nnc(CC)s3)cc2)cc1 | i | i | i | -9 | i | 6 | i | i | i | -7 | -3
COc1ccc(C)cc1NC(=O)c1ccccc1N(C)S(=O)(=O)c1ccccc1 | i | i | i | -11 | i | 1 | i | i | i | 15 | -1
